Bim-Bcl-2: human Bim-Bcl-2 interaction inhibition; Bead-based flow cytometry, Bim peptide-Bcl-2 binding; P10415; AID 950; hit rate 0.06% among 190,000; inhibition, % at 10 µM; in the data active = inhibition above about 40%; inconclusive = no clear call, values can overlap the other calls;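 also: 0% = no compound wells with probe peptide and 100% = reference peptide inhibitor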
Target sequence (P10415 whole entry, looked up): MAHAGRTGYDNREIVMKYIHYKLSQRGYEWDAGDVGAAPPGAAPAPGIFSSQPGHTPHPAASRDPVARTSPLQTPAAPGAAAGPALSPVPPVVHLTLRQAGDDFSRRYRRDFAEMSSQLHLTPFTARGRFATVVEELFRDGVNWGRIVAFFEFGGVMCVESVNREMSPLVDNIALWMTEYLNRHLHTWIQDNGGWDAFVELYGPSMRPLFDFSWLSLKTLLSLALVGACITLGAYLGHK
RGS4-Gao reg: human RGS4-Galphao interaction regulation. P09471. Multiplexed bead flow cytometry, RGS4-Galphao binding; actives lie on both sides. binding response (% of control), % at 10 µM. hit rate 0.33% among 220,000; in the data active = binding response below about 49% or above about 150%; inactive = in between;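 also: fluorescent Galphao activated with aluminum fluoride binding bead-coupled RGS4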
Target sequence (P09471 whole entry, looked up): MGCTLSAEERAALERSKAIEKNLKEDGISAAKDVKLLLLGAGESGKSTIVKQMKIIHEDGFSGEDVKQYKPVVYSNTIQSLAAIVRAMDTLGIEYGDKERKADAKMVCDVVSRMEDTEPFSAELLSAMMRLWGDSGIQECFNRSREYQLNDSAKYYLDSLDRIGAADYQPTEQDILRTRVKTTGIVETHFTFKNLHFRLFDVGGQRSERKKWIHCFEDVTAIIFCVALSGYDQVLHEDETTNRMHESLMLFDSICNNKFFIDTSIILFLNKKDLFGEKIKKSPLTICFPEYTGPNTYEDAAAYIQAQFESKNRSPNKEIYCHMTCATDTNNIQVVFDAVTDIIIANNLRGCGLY
RGS8-Gao reg: human RGS8-Galphao interaction regulation; P09471; multiplexed bead flow cytometry, RGS8-Galphao binding; actives lie on both sides; response (percent of control binding), % at 10 µM; hit rate 0.34% among 220,000; AID 1423; in the data active = response below about 60% or above about 140%; inactive = in between;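 also: Galphao activated as the GDP aluminium fluoride complex binding bead-coupled RGS8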
Mcl1 Bid PPI: Mcl-1/Bid interaction inhibition | Q07820 | TR-FRET Mcl-1/Bid-Dy647 peptide binding, 1536-well | AID 1021 | hit rate 0.97% among 220,000 | inhibition, % at 21.7 µM;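 active = compounds that cut the binding signal by more than half at the single screening dose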;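 also: His-tagged Mcl-1 with europium anti-His antibody binding Bid BH3 peptide; 0% = Mcl-1 plus peptide wells and 100% = peptide-only wells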
RGS7-Gao reg: regulators of human RGS7-Galphao interaction; P09471; hit rate 0.35% among 220,000; Multiplexed bead flow cytometry, RGS7-Galphao binding; actives lie on both sides; binding response (% of control), % at 10 µM; in the data active = binding response below about 49% or above about 150%; inconclusive = no clear call, values can overlap the other calls; inactive = in between;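 also: fluorescent Galphao held in activated GDP-AlF4 state binding bead-coupled RGS7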
Mcl1-Noxa inh: Mcl-1/Noxa interaction inhibition. inhibition, % at 21.7 µM. TR-FRET Mcl-1/Noxa peptide binding, 2 h. hit rate 1.5% among 220,000. Q07820;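 active = compounds that cut the protein-peptide binding signal by more than 50% relative to plate controls in a single-dose test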;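 also: His-tagged Mcl-1 with rhodamine Noxa BH3 peptide and terbium anti-His antibody; 0% = Mcl-1 plus Noxa peptide wells and 100% = peptide-only wells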
Bim-Bcl-W: human Bim-Bcl-W interaction inhibition; Q92843; bead-based flow cytometry, Bim peptide-Bcl-W binding; inhibition, % at 10 µM; hit rate 0.02% among 190,000;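 also: 0% = bound tracer without compound and 100% = peptide blocker; higher means less fluorescent Bim peptide bound to Bcl-W beads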
Bim-Bcl-XL: disrupts Bim peptide binding to human Bcl-XL | hit rate 0.04% among 190,000 | Q07817 | bead flow cytometry, fluorescence | inhibition, % at 10 µM | AID 1007
Target sequence (Q07817 whole entry, looked up): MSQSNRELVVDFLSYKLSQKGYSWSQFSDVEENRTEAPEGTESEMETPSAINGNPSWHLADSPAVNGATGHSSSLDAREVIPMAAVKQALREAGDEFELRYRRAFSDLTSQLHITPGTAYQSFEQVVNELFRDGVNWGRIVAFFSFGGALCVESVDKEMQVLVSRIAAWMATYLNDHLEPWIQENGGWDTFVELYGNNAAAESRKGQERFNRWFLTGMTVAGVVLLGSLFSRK
Mcl-1 Bim block: disrupts Bim peptide binding to human Mcl-1; Q07820; Bead-based flow cytometry, Bim peptide-Mcl-1 binding; inhibition, % at 10 µM; hit rate 0.1% among 190,000;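 also: 0% = no compound tracer wells and 100% = peptide blocker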
Bim-Bfl-1: human Bim-Bfl-1 interaction inhibition. Q16548. Bead-based flow cytometry, Bim-Bfl-1 binding inhibition. inhibition, % at 10 µM. hit rate 0.12% among 190,000. AID 1008;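 also: 0% = wells without compound plus tracer and 100% = blocker peptide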
Bcl-B Bim block: human Bim-Bcl-B interaction inhibition | Q9HD36 | bead-based flow cytometry, Bim peptide-Bcl-B binding | inhibition, % at 10 µM | hit rate 0.073% among 190,000;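 also: 0% = tracer peptide without compound and 100% = reference inhibitor peptide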
Target sequence (Q9HD36 whole entry, looked up): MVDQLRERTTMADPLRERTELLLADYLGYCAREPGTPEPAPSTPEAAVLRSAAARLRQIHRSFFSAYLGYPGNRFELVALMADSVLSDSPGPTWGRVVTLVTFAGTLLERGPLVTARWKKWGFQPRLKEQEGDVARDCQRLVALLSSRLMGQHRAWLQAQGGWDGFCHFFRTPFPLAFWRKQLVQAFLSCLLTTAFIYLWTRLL
* hit, by the source's call; ? = inconclusive; / = no result given; & = joins results of further samples. Rule as the data show it, unless noted: active = inhibition above about 40%.

Sequence of screens – Bcl-B Bim block | Bim-Bcl-2 | Bim-Bcl-XL | Mcl-1 Bim block | Mcl1-Noxa inh | Mcl1 Bid PPI | RGS7-Gao reg | RGS8-Gao reg | Bim-Bcl-W | RGS4-Gao reg | Bim-Bfl-1
[1] CCN1C(=S)SC(=O)C1=C1C=C(C)N(Cc2ccco2)C(C)=C1
  -13 | -1 | -1 | 2 | 28 | -18 | 100 | 95 | 5 | 96 | 8
[2] Cc1ccc(-c2cccc(CN3CCN(C(C)C)C(CCO)C3)c2)o1 (configuration not stated)
  -3 | 0 | -3 | -3 | 12 | -28 | 101 | 104 | -3 | 101 | -5
[3] Cc1onc(-c2ccccc2)c1C(=O)Nc1nc(-c2ccc(F)c(F)c2)cs1
  -5 | -12 | -6 | -3 | 16 | -20 | 103 | 108 | -5 | 106 | -3
[4] O=C(NCCc1ccccc1)c1ccnc(/C=N/O)c1
  0 | -3 | -5 | -1 | 1 | -11 | 106 | 99 | -5 | 102 | 3
[5] Cc1onc(-c2ccccc2)c1C(=O)OCC(=O)NCc1ccc(F)cc1
  0 | -1 | 1 | 1 | -7 | 1 | ? | 101 | 3 | 103 | -2
[6] CCOc1cc(/C=N/NC(=O)Cc2ccc(C(F)(F)F)cc2[N+](=O)[O-])ccc1O
  -1 | 6 | -1 | 1 | 26 | -42 | 93 | 100 | 1 | 96 | 1
[7] CC(C)Cc1ccc(C(C)C(=O)Nc2ccc(O)cc2)cc1 (configuration not stated)
  -5 | -5 | -2 | -6 | 12 | -23 | 103 | 101 | -5 | 100 | -4
[8] C=CCNC(=O)c1ccccc1NC(=O)C1COc2ccccc2O1 (configuration not stated)
  -2 | 1 | 0 | 2 | -10 | -24 | 100 | 103 | 1 | 103 | -1
[9] CC1=CC(C)(C)N2C(=O)C3(C(C#N)=C(N)OC4=C3C(=O)CC(C)(C)C4)c3cccc1c32 (configuration not stated)
  0 | -6 | -1 | -5 | 3 | -22 | 102 | 96 | -2 | 96 | -2
[10] COc1cccc(C(=O)N2CCN(c3ncccn3)CC2)c1
  -1 | -1 | -2 | 0 | -18 | -4 | 104 | 101 | 0 | 103 | -1
[11] CC(C)S(=O)(=O)C/C(N)=N/OS(=O)(=O)c1ccc(Cl)cc1
  / | / | / | / | -9 | -16 | ? | 103 | / | 111 | /
[12] COc1ccc(C2CCCN2C(=S)Nc2cccc(C)c2C)cc1OC (configuration not stated)
  -2 | -1 | -1 | 0 | -16 | -17 | 101 | 102 | 0 | 103 | -6
[13] CCOC(=O)c1cn2nc(-c3ccc(OC)cc3)cc2nc1C1CCN(C(=O)OC(C)(C)C)CC1
  -8 | -10 | -6 | -3 | 1 | -19 | 91 | 94 | 0 | 91 | -17
[14] CC(=O)c1cc(CN2CCN(CC=C(C)C)C(CCO)C2)cs1 (configuration not stated)
  -10 | -2 | -5 | -5 | 6 | -29 | 103 | 104 | -4 | 102 | -6
[15] C=C(C)Cc1c(C)c(C#N)c2nc3ccccc3n2c1N1CCCCC1
  -5 | -8 | -3 | 0 | -2 | -6 | 97 | 101 | 1 | 102 | -11
[16] COC(=O)N/N=C/C1=CCC2CC1C2(C)C (configuration not stated)
  -2 | 0 | 1 | 0 | 12 | -14 | ? | 100 | 0 | 99 | -2
[17] Cc1cccc(N=N/C(=C\O)C(=O)c2cccs2)c1
  -4 | -4 | -4 | -5 | 11 | -6 | 99 | 103 | -6 | 101 | 0
[18] Fc1ccc(Nc2nc(NCc3ccco3)c3ccccc3n2)cc1
  / | / | / | / | 50 | -2 | ? | 97 | / | 94 | /
[19] COc1ccc2nc3oc(C(=O)N4CCCCC4)cc3cc2c1
  2 | 3 | -3 | 0 | -11 | -3 | 99 | 102 | -3 | 98 | 2
[20] CCOC(=O)CSc1nc2ccsc2c(=O)[nH]1
  -6 | -2 | -4 | -1 | 3 | -28 | 100 | 99 | -1 | 102 | -4
[21] COC(=O)/C=c1/sc2n(c1=O)CCN=2
  -1 | -1 | -1 | -2 | 19 | -9 | 93 | 95 | -1 | 97 | 0
[22] Cc1onc(-c2c(Cl)cccc2Cl)c1CO/N=C(\C#N)c1c(Cl)cccc1Cl
  / | / | / | / | -14 | 2 | ? | 99 | / | 99 | /
[23] Cc1cccc(CSc2ccc(-c3cccs3)nn2)c1
  -9 | -1 | -7 | -3 | 3 | 12 | 100 | 98 | -4 | 102 | -5
[24] COC(=O)c1cn(C)c2ccc(S(=O)(=O)N3CCOCC3)cc2c1=O
  -2 | 1 | 0 | -1 | 43 | 41 | 93 | 98 | 2 | 96 | -2
[25] CCCC(=O)C1=C(N(C)c2ccccc2)CC(C)(C)C(C(=O)OC)C1=O (configuration not stated)
  -10 | -9 | -12 | 0 | 26 | -9 | 114 | 101 | -1 | 125 | -13
[26] Cc1ccc(S(=O)(=O)N2CCOCC2)cc1NC(=O)COC(=O)CNC(=O)c1ccc(C(C)(C)C)cc1
  0 | 0 | -1 | 1 | -4 | -17 | 96 | 84 | 0 | 94 | -1
[27] O=C(Nc1cccc2c1C(=O)NC2=O)c1cccnc1Cl
  -2 | 0 | 1 | 2 | 18 | -2 | 104 | 107 | 1 | 106 | -5
[28] CC1=C(C(=O)OC(C)C)C(C)NC(=O)N1 (configuration not stated)
  -10 | -9 | -8 | -3 | -4 | -11 | 99 | 99 | -2 | 97 | -16
[29] Cc1ccnc(SCc2ccc([N+](=O)[O-])cc2)n1
  -9 | -4 | -1 | -2 | 15 | -12 | 101 | 100 | -1 | 104 | -4
[30] C/C(CC(=O)Nc1cccnc1)=N\NC(=O)C(=O)Nc1cccc(C)c1
  -4 | 1 | -4 | -2 | 7 | -4 | 103 | 103 | 0 | 101 | 0

Shown screen by screen: part of the list above
[26] Cc1ccc(S(=O)(=O)N2CCOCC2)cc1NC(=O)COC(=O)CNC(=O)c1ccc(C(C)(C)C)cc1
[16] COC(=O)N/N=C/C1=CCC2CC1C2(C)C (configuration not stated)
[19] COc1ccc2nc3oc(C(=O)N4CCCCC4)cc3cc2c1
[11] CC(C)S(=O)(=O)C/C(N)=N/OS(=O)(=O)c1ccc(Cl)cc1
[13] CCOC(=O)c1cn2nc(-c3ccc(OC)cc3)cc2nc1C1CCN(C(=O)OC(C)(C)C)CC1
[30] C/C(CC(=O)Nc1cccnc1)=N\NC(=O)C(=O)Nc1cccc(C)c1
Screen / compound no. | 26 | 16 | 19 | 11 | 13 | 30
Bcl-B Bim block | 0 | -2 | 2 | / | -8 | -4
Bim-Bcl-2 | 0 | 0 | 3 | / | -10 | 1
Bim-Bcl-XL | -1 | 1 | -3 | / | -6 | -4
Mcl-1 Bim block | 1 | 0 | 0 | / | -3 | -2
Mcl1-Noxa inh | -4 | 12 | -11 | -9 | 1 | 7
Mcl1 Bid PPI | -17 | -14 | -3 | -16 | -19 | -4
RGS7-Gao reg | 96 | ? | 99 | ? | 91 | 103
RGS8-Gao reg | 84 | 100 | 102 | 103 | 94 | 103
Bim-Bcl-W | 0 | 0 | -3 | / | 0 | 0
RGS4-Gao reg | 94 | 99 | 98 | 111 | 91 | 101
Bim-Bfl-1 | -1 | -2 | 2 | / | -17 | 0

(listing goes on)
Sequence of screens – Bcl-B Bim block | Bim-Bcl-2 | Bim-Bcl-XL | Mcl-1 Bim block | Mcl1-Noxa inh | Mcl1 Bid PPI | RGS7-Gao reg | RGS8-Gao reg | Bim-Bcl-W | RGS4-Gao reg | Bim-Bfl-1
[31] COc1cccc(C(=O)/C=C2\Sc3ccccc3N2C)c1
  -15 | -4 | -8 | -5 | 18 | -21 | ? | 98 | -8 | 96 | -6
[32] O=C(NP(=O)(N1CCOCC1)N1CCOCC1)C1=C(N2CCOCC2)/C(=C\c2ccccc2)CC1
  0 | 2 | 0 | 1 | 8 | -16 | ? | 94 | 0 | 94 | 9
[33] CCOc1ccc(NC(=O)C(C)NS(=O)(=O)c2ccc(NC(C)=O)cc2)cc1 (configuration not stated)
  -7 | -2 | -5 | -1 | 14 | -17 | ? | 99 | -3 | 99 | -9
[34] O=C(CCN1CCC(c2cccs2)=N1)c1cccs1
  / | / | / | / | 10 | -36 | ? | 106 | / | 110 | /
[35] COc1ccc(CN2CCSCC2)cc1O
  -7 | -3 | -3 | -1 | 18 | -7 | 104 | 103 | 0 | 99 | -2
[36] CCOc1ccc(C(=O)N/N=C/c2ccc(SC)cc2)cc1
  0 | 2 | 0 | 1 | 18 | -11 | 93 | 91 | 0 | 94 | 0
[37] O=S(=O)(c1ccc(Oc2ncnc3scc(-c4ccccc4)c23)cc1)N1CCOCC1
  0 | -2 | -3 | -1 | -1 | -43 | 98 | 101 | -1 | 92 | -1
[38] Cc1cc(NC(=O)Cn2nnc(-c3ccccc3N)n2)no1
  14 | 18 | 27 | 21 | 31 | 2 | 101 | 103 | 16 | 104 | 18
[39] COc1ccc(CNC(=O)COC(=O)C2CCC(C(C)(C)C)CC2)cc1 (configuration not stated)
  -4 | -4 | -4 | 0 | 13 | -5 | 101 | 103 | 0 | 101 | -16
[40] CC12CCC(C(=O)Nc3nc4ccc(Br)cc4s3)(OC1=O)C2(C)C (configuration not stated)
  -5 | -2 | -5 | -1 | 17 | -9 | 108 | 102 | -6 | 103 | -4
[41] Cc1c(NC(=O)/C=C/C(=O)O)cccc1[N+](=O)[O-]
  -6 | -10 | -5 | -3 | -3 | -8 | 101 | 100 | 1 | 103 | -15
[42] Cc1ccccc1NC(=O)Cn1cccc1
  -6 | -9 | -4 | 0 | 14 | -30 | 101 | 100 | 0 | 99 | -16
[43] O=C(Nc1nccs1)C1CCN(S(=O)(=O)c2cccs2)CC1
  -3 | -3 | -1 | -1 | 6 | 0 | 102 | 104 | 0 | 105 | -3
[44] Cn1nc(C(C)(C)C)c(NC(=O)c2ccc(F)cc2)c1C(C)(C)C
  / | / | / | / | 12 | 0 | ? | 102 | / | 101 | /
[45] C/C(=N\NC(=O)c1csc2ccccc12)c1ccc(O)cc1
  0 | 3 | 0 | 1 | 15 | -25 | 96 | 97 | -1 | 99 | 1
[46] CC(C)CCn1c(N2CCc3ccccc3C2)nc2c1c(=O)[nH]c(=O)n2C
  -4 | -4 | 0 | -3 | 12 | -17 | 90 | 94 | -3 | 87 | -5
[47] O=C(O)/C=C/C(=O)Nc1ccc(-c2ccccc2)cc1
  1 | -3 | -1 | 13 | 16&14 | 12&-14 | ? | 101&93 | 0 | 102&94 | -5

Among those listed so far, two contain an NH in an aromatic ring:
Sequence of screens – Bcl-B Bim block | Bim-Bcl-2 | Bim-Bcl-XL | Mcl-1 Bim block | Mcl1-Noxa inh | Mcl1 Bid PPI | RGS7-Gao reg | RGS8-Gao reg | Bim-Bcl-W | RGS4-Gao reg | Bim-Bfl-1
[20] CCOC(=O)CSc1nc2ccsc2c(=O)[nH]1
  -6 | -2 | -4 | -1 | 3 | -28 | 100 | 99 | -1 | 102 | -4
[46] CC(C)CCn1c(N2CCc3ccccc3C2)nc2c1c(=O)[nH]c(=O)n2C
  -4 | -4 | 0 | -3 | 12 | -17 | 90 | 94 | -3 | 87 | -5
